HCV inh – qHTS Assay for Inhibitors of Hepatitis C Virus (HCV). Huh7.5.1 HCVcc-Cre infection, luciferase reporter, 44 h. Potency, µM (highest dose often 41.8 µM), inactives show at the top dose activity change, negative = inhibition, most hits filed as inhibitors. 3.4% of 340,000 active. AID 651820, 2012; note: potency is the fitted concentration of half-maximal effect
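Infectious HCV cell culture screen: compound-treated cells (1,000/well, pre-plated 4 h) are infected with HCVcc-Cre at roughly 0.5 moi and grown 44 h. Infection is quantified by luciferase signal after 15 min substrate incubation at room temperature.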
LmPK inh – qHTS Assay for Inhibitors of Leishmania Mexicana Pyruvate Kinase (LmPK) | AID 1721, 2009 | Potency, µM (doses to about 57.5 µM), for inactives: at the highest dose activity change, negative = inhibition, most hits filed as inhibitors | purified LmPK, Kinase-Glo ATP luminescence, 1 h | 0.37% of 290,000 active | Q27686; note: potency is the fitted concentration of half-maximal effect
Target sequence (Q27686 whole entry, looked up): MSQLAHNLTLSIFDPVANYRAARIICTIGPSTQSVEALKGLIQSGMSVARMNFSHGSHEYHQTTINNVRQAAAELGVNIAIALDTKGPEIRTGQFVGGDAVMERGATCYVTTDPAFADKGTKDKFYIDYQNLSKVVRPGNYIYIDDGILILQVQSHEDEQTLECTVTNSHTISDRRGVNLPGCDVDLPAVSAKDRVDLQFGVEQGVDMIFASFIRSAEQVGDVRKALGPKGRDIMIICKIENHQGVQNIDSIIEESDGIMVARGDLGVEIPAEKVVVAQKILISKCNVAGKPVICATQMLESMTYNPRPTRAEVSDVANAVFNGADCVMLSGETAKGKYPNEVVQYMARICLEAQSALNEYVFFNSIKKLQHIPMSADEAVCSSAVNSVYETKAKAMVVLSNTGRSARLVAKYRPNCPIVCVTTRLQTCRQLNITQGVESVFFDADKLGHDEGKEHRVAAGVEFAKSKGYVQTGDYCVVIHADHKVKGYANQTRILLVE
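Purified LmPK (0.1 nM) with 0.5 mM PEP and 0.1 mM ADP in imidazole buffer pH 7.2 with MgCl2/KCl, 1 h at room temperature. ATP formed was read by luciferase luminescence and normalized to no-enzyme and uninhibited controls.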
AmpC detergent – qHTS Inhibitors of AmpC Beta-Lactamase (assay with detergent); Potency, µM (highest dose often 114 µM), for inactives: at the top dose activity change, negative = inhibition, usual class: inhibitors; AmpC hydrolysis of nitrocefin, absorbance 480 nm, 0.01% Triton; 0.041% of 370,000 active; P00811; AID 485294, 2010;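 note: potency is the fitted concentration of half-maximal effect; 0% = no-compound wells and -100% = no-enzyme wells; nearly all actives have a fitted effect of over 25% in size; some results filed as inactive show a strong effect at the top dose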
Target sequence (P00811 whole entry, looked up): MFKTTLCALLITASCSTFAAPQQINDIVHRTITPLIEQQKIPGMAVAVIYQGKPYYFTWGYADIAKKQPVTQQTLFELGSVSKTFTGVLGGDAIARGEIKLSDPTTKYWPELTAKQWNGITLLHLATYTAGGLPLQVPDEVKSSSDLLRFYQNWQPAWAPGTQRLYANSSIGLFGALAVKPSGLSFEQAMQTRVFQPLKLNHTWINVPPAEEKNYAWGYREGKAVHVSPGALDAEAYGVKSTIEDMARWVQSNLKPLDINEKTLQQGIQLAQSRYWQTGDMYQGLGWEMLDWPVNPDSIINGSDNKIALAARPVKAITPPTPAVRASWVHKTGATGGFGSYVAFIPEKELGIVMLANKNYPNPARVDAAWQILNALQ
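20 mM phosphate pH 7.0 + 0.01% (detergent screen) or 0.0001% Triton X-100; 5.3 nM AmpC reagent; cpd preinc 15 min RT; nitrocefin (800 uM stock) to start; A480 q20 s × 4 min; Activity was normalised to no-enzyme and no-compound control wells.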
Tb PYK inh – qHTS of Trypanosoma Brucei Inhibitors. 0.12% of 410,000 active. TbPYK enzyme, Kinase-Glo Plus ATP luminescence, 45 min. Potency, µM (series often up to 76.8 µM), for inactives: at the highest dose activity, negative = inhibition, usual class: inhibitors. AID 624173, 2012. pyruvate kinase (Trypanosoma brucei), Q57TT1; note: potency is the fitted concentration of half-maximal effect; nearly all actives have a fitted effect of over 50% in size
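TbPYK + substrate in 50 mM TEA pH 7.2, 100 mM KCl, 10 mM MgCl2, 0.05% BSA, 0.01% Tween-20; cpd pinned; ADP 130 uM final; 45 min RT; Kinase-Glo Plus 10 min; luminescence endpoint.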
HCMV antiviral – qHTS Assay for inhibitors of the human cytomegalovirus (HCMV); 4.5% of 410,000 active; HFF cells, HCMV-luciferase reporter, 72 h; stronger effect = lower value; activity change, negative = inhibition, % at 57.5 µM; AID 1259415, 2018; in the data active = activity change below about -60%; inconclusive = no clear call, values can overlap the other calls; inactive = above about -39%
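Screen run at 2 compound doses on HFFs infected with reporter HCMV, MOI 1 PFU/cell. Luciferase activity from cell lysates at 72 h post infection gave inhibition relative to buffer-only and Salinomycin wells.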
AmpC no deterg – qHTS Inhibitors of AmpC Beta-Lactamase (assay without detergent); AmpC nitrocefin hydrolysis, absorbance 480 nm, 0.0001% Triton; Potency, µM (doses to about 57.1 µM), without a hit: at the highest dose activity change, negative = inhibition, usual class: inhibitors; 0.52% of 330,000 active;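 note: potency is the fitted concentration of half-maximal effect; plate controls were no compound for no effect and no enzyme for full effect; nearly all actives have a fitted effect of over 20% in size; some results filed as inactive show a strong effect at the top dose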
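AmpC (5.3 nM in the dispensed reagent) in 20 mM phosphate pH 7.0 with 0.01% (detergent screen) or 0.0001% Triton X-100 was preincubated with compounds for 15 min at room temperature. Nitrocefin was then added from an 800 uM solution, and hydrolysis was followed at 480 nm.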
AMA1-RON2 inh – qHTS for Inhibitors of AMA1-RON; Towards Development of Antimalarial Drug Lead: Primary Screen; Plasmodium falciparum AMA1 (3D7) - RON2 peptide interaction; AlphaScreen AMA1-biotinylated RON2 peptide binding; Potency, µM (titrated, usually from 58.2 µM), inactives show at the highest dose activity change, negative = inhibition, usual class: inhibitors; 0.2% of 360,000 active; AID 720542, 2013;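 note: potency is the fitted concentration of half-maximal effect; 0% = vehicle wells and -100% = peptide control; nearly all actives have a fitted effect of over 45% in size; some results filed as inactive show a strong effect at the top dose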
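AMA1 (3D7) with his tag at 25 nM final met compounds first, then biotinylated RON2 peptide at 25 nM; detection used donor plus acceptor beads, 10 µg/mL apiece, read by AlphaScreen after 30 min at room temperature.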
Numbers without * were called inactive; ? = inconclusive; nt = not tested or not shown; & = joins results of further samples; [ ] = dose if it differs, or a comment. Unless noted, calls come from the whole dose curve; as a rule, active = well fitted curve in the direction sought with a large enough effect; inconclusive = small, poorly fitted or top-dose-only effect, or another doubt; inactive = no such curve, though single readings can be large; an effect the other way counts as inactive or inconclusive. Unless noted, % is set by controls: 0 for no effect and ±100 for the full control effect.

SMILES | HCV inh | LmPK inh | AmpC detergent | Tb PYK inh | HCMV antiviral | AmpC no deterg | AMA1-RON2 inh
CC(=O)c1ccc(S(=O)(=O)N2CCN(C(=O)c3cccc(S(=O)(=O)N4CC(C)OC(C)C4)c3)CC2)cc1 (configuration not stated) | 0% | nt | nt | 6% | -28 | nt | -1%
Cc1ccccc1C(=O)Nc1cccc(NC(=O)c2ccc(-c3ccc(Br)cc3)o2)c1 | ? | 5% | -14% | -7% | -96* | -31% | -3%
COc1cccc(/C=C2\N=C3CCCCCN3C2=O)c1 | 15% | -8% | ? | 1% | -3 | -5% | 12%
Cc1cccc(C(=O)Nc2nnc(S(=O)(=O)N(C)Cc3ccccc3)s2)c1 | nt | nt | -6% | 1% | 8 | nt | nt
COc1ccc(Cl)cc1-c1cc(C(=O)NCc2ccc(F)cc2)[nH]n1 | nt | nt | nt | -2% | -4 | nt | -7%
FC(F)(F)c1ccccc1Cc1c(-c2cccc(Cl)c2)nc2c3ccccc3ccn12 | nt | nt | nt | 2% | 14 | nt | 6%
CCCCN(CC(=O)NC1CCCC1)C(=O)C(=O)Nc1ccc2c(c1)OCCO2 | ? | -5% | ? | -1% | -22 | -11% | 3%
O=C1c2ccccc2C(=O)N1CC(=O)N1c2ccccc2Sc2ccc(C(F)(F)F)cc21 | 12% | 1% | 1% | 5% | -1 | -3% | 16%
COC(=O)[C@@]1(C(C)C)N=C(c2cc(OC)c(OC)c(OC)c2)[C@]2(O1)C(=O)Nc1ccc(F)cc12 | nt | nt | nt | -3% | 2 | nt | 4%
CCOC(=O)[C@H]1[C@H]2COc3ccccc3[C@@H]2N2C(=O)c3cc(Br)ccc3NC(=O)[C@@]12C | -14% | nt | -6% | -1% | 32 | -53% | 0%
CCCCCCc1nnc(N)s1 | 23% | -7% | 1% | 1% | 26 | -7% | -3%
Cc1cccc(NC(=S)NN2CCN(C)CC2)c1C | -3% | -2% | 1% | 0% | 46 | -1% | 11%
Cc1ccc(NC(=O)c2nc[nH]c2C(=O)NCC(=O)OC(C)(C)C)cc1 | 17%[8.37 µM] | 7% | 0% | 3% | 15 | -4% | 98%[activator]
c1ccc2c(c1)oc1c(NCc3ccc4c(c3)OCO4)ncnc12 | ? | -2% | -13% | 3% | nt | -33% | -3%
O=C(CSc1nc(-c2ccc(F)cc2)nc2ccc(F)cc12)Nc1cccc(C(=O)O)c1 | -2% | -7% | -10% | 2% | 0 | -32% | 13%
Cn1nnnc1SCC(=O)NCc1cccc(C(=O)O)c1 | -12% | 0% | 13% | 4% | -23 | -30% | -1%
Cc1ccc(S(=O)(=O)c2nnn3c2nc(N2CCCC2)c2sccc23)cc1 | nt | nt | -13% | -4% | 29 | nt | nt
Cc1ccc(C)c(OCc2cc(C(=O)N(C)Cc3nccn3C)no2)c1 | -3% | 1% | 2% | 3% | 2 | 97%[activator] | 33%[activator]
CC(=O)Nc1cc(-c2ccc(F)cc2)[nH]n1 | -1% | -6% | -9% | 1% | -31 | -23% | 4%
Cc1cc(C)c2sc(N(CCCN(C)C)C(=O)CN3C(=O)c4ccccc4C3=O)nc2c1 | ? | 3% | ? | 5% | 10 | 137%[activator] | -14%
CCOC(=O)C1(Cc2cccc(F)c2)CCN(Cc2ccc(COC)o2)CC1 | ? | 0% | 3% | -2% | -38 | 84%[activator] | -8%
CNC(C)C#Cc1ccc2c(=O)c3c(OC)cccc3oc2c1 (configuration not stated) | nt | 4% | -11% | nt | nt | 44% | nt
O=C(Nc1ccccc1F)OC1CN2CCC1CC2 (configuration not stated) | 12% | 8% | -8% | -3% | -36 | 29% | 3%
COc1ccccc1NC(=O)C1CCCCC1 | -2% | -2% | -15% | 3% | 19 | -8% | -14%
O=C1COc2ccc(-c3cc(-c4ccccc4)c4c(n3)-c3cc(Cl)ccc3OC4)cc2N1 | nt | nt | -6% | 8% | 17 | nt | nt
C=CCC1(NC(C)c2ccccc2)CCCCC1 (configuration not stated) | 26% | -1% | ? | -5% | -38 | -23% | -8%
COc1ccc(N2C(=O)CSC2c2ccc([N+](=O)[O-])cc2)cc1 (configuration not stated) | -21% | -3% | -14% | 2% | -1 | -9% | 1%
CCOC(=O)c1ccc(Nc2nc3nonc3nc2Nc2cccc(C)c2C)cc1 | nt | nt | 5% | 9% | -97* | nt | nt
COc1ccccc1NC(=O)c1ccc(-n2cccn2)nc1 | -5% | 2% | -1% | 8% | -27 | -15% | 0%
CC(C)c1ccc(NC2CCCN(C(=O)c3cc(C(C)C)[nH]n3)C2)cc1 (configuration not stated) | -17% | -6% | ? | -6% | 27 | 117%[activator] | 3%
Cc1ccc(Cl)cc1NC(=O)c1sc(-n2nc(C)c(Cc3ccc4c(c3)OCO4)c2C)nc1C | nt | nt | 14% | -3% | -7 | nt | nt
Cc1cc(C)n(-c2ccc(-n3ccnc3)nn2)n1 | 12% | -7% | -8% | -4% | -27 | -1% | -2%
CN1C(=O)C(Cc2cccs2)C(=O)N(C)C1=O | 3% | 3% | ? | -18% | -21 | -3% | -7%
Cc1cccc(NC(=O)Nc2c(C)[nH]c(=O)[nH]c2=O)c1C | 14% | -4% | -5% | 2% | 68 | -8% | 0%
Clc1ccc(Nc2nc3cccnc3s2)cc1 | 4% | -1% | 2% | 1% | -5 | -24% | 25%
COc1ccc(Nc2nc(N)nc(CSc3nc4ccccc4s3)n2)cc1 | nt | nt | -10% | 2% | -21 | nt | nt
CCCCN(C(=O)CSCc1ccc(C)cc1)c1c(N)n(Cc2ccccc2)c(=O)[nH]c1=O | ? | nt | nt | 6% | -20 | nt | -25%
CN(C)CCO/N=C(\c1ccc(Br)cc1)c1cccnc1 | ? | nt | nt | 46%[activator] | 24 | nt | ?
CCc1ccc(OCC(=O)OC2CCS(=O)(=O)C2)cc1 (configuration not stated) | 9% | -2% | 5% | -1% | 56 | 2% | -6%
O=C(CCSc1nc(-c2ccc3c(c2)OCO3)cc(C(F)(F)F)n1)NCc1ccccc1 | ? | 5% | 4% | 0% | -3 | -13% | ?
CCn1c(SCC(=O)N2CCCc3ccccc32)nc2c(c1=O)SC(C)C2 (configuration not stated) | ? | 2% | 1% | -2% | 2 | 42% | 4%
FC(F)(F)COc1nc(N2CCCCC2)nc(N2CCNCC2)n1 | ? | 4% | -4% | -2% | -2 | -22% | -5%
COc1cc(/C=N/NP(=S)(c2ccccc2)c2ccccc2)ccc1O | 0% | 0% | ? | -9% | 21 | -50% | 16%
COc1ccccc1NC(=O)C(=O)N1CCCC1 | -3% | 2% | ? | 3% | 34 | -1% | 7%
C/C(=N/NS(=O)(=O)c1ccc(Br)cc1)c1ccc(NC(=O)c2ccc(C)o2)cc1 | -6% | 1% | -3% | 2% | 120 | -26% | -17%
CCCCCCCC(=O)OCC(O)CO (configuration not stated) | 3%[8.37 µM] | 15% | ? | 1%&-6% | 1 | 3% | 2%
CC(=O)Nc1nc2n(n1)C(c1ccc(F)cc1)C=C(c1ccccc1)N2 (configuration not stated) | 26% | 3% | 2% | -5% | -21 | -7% | 39%[activator]
Cc1cccc(N2CCN(C(=O)Cc3c(C(=O)O)c(C)cn3C)CC2)c1C | nt | nt | -3% | 2% | -3 | nt | nt
c1coc(C2Nc3ccccc3-c3nc4ccccc4n32)c1 (configuration not stated) | 13µM* | -15% | -11% | 0% | 36 | 35µM* | 56%[activator]
CN(CC(=O)NCCCN1CCOCC1)S(=O)(=O)c1ccc(F)cc1 | 9% | -7% | 6% | -5% | -20 | -1% | 27%
O=[N+]([O-])c1cc(S(=O)(=O)c2ccc(N3CCCCC3)c([N+](=O)[O-])c2)ccc1N1CCCCC1 | ? | 3% | 2% | 1% | -20 | 10µM* | -20%
COc1ccc(C2CC(=O)c3cc(-c4nc(-c5cccc([N+](=O)[O-])c5)cs4)c(=O)n(-c4ccccc4)c3C2)cc1 (configuration not stated) | nt | nt | 28% | -6% | 1 | nt | nt
CCCC(=O)N1CCN(c2ccc(NC(=O)C(C)(C)C)cc2)CC1 | 9% | -4% | -1% | -4% | -4 | 47%[activator] | 0%
Cc1cnc(NC(=O)CC2OC(=O)c3ccccc32)s1 (configuration not stated) | 8% | nt | -18% | 3% | nt | -19% | -15%
CCOc1ccc(OCC)c(NC(=O)CC2Oc3ccc(C)cc3NC2=O)c1 (configuration not stated) | ? | -2% | ? | -7% | 4 | -10% | -9%
CCN(CC(=O)Nc1ccc(OC)cc1)C(=O)CSCc1ccc(C)cc1 | ? | nt | ? | -12% | 15 | -9% | 61%[activator]
OC(CNC1CCCC1)COc1c(F)cc(Br)cc1F (configuration not stated) | -28% | -1% | -1% | -5% | -13 | -12% | 12%
O=C(Cc1c[nH]c2ccccc12)N1CCN(S(=O)(=O)c2cccc(Cl)c2Cl)CC1 | 19% | nt | -9% | -10% | 44 | -9% | -7%
CC(=O)C1CCC2C3CC=C4CC(SC(=N)N)CCC4(C)C3CCC12C (configuration not stated) | ? | nt | nt | -1% | 9 | nt | -4%
CC1CC(C)CN(C(=O)CN2C(=O)NC3(CCCCCC3)C2=O)C1 (configuration not stated) | 4% | nt | nt | 32% | 42 | -10% | -3%

Molecules listed so far with a nitro group on carbon (three):
SMILES | HCV inh | LmPK inh | AmpC detergent | Tb PYK inh | HCMV antiviral | AmpC no deterg | AMA1-RON2 inh
COc1ccc(N2C(=O)CSC2c2ccc([N+](=O)[O-])cc2)cc1 (configuration not stated) | -21% | -3% | -14% | 2% | -1 | -9% | 1%
O=[N+]([O-])c1cc(S(=O)(=O)c2ccc(N3CCCCC3)c([N+](=O)[O-])c2)ccc1N1CCCCC1 | ? | 3% | 2% | 1% | -20 | 10µM* | -20%
COc1ccc(C2CC(=O)c3cc(-c4nc(-c5cccc([N+](=O)[O-])c5)cs4)c(=O)n(-c4ccccc4)c3C2)cc1 (configuration not stated) | nt | nt | 28% | -6% | 1 | nt | nt

From PubChem BioAssay
